Screening data as filed in PubChem.
Rab2A wt mod – changes GTP binding to wildtype dog Rab2A, up or down; P61105; GST-Rab2 wt beads, Bodipy-GTP binding, flow cytometry; 0.19% of 190,000 active; GTP binding activity, % at 10 µM;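 active = GTP binding activity at least 20 points away from 100%, either lowered or raised; inconclusive = signal likely due to the compound's own green fluorescence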;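 also: 0% = beads with excess unlabeled GTP and 100% = no-compound control corrected for plate trend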
Mcl1-Noxa inh – Mcl-1/Noxa interaction inhibition; AID 1022; Q07820; TR-FRET Mcl-1/Noxa peptide binding, 2 h; inhibition, % at 21.7 µM; 1.5% of 220,000 active;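 active = compounds that cut the protein-peptide binding signal by more than 50% relative to plate controls in a single-dose test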;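 also: His-tagged Mcl-1 with rhodamine Noxa BH3 peptide and terbium anti-His antibody; 0% = Mcl-1 plus Noxa peptide wells and 100% = peptide-only wells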
Target sequence (Q07820 whole entry, looked up): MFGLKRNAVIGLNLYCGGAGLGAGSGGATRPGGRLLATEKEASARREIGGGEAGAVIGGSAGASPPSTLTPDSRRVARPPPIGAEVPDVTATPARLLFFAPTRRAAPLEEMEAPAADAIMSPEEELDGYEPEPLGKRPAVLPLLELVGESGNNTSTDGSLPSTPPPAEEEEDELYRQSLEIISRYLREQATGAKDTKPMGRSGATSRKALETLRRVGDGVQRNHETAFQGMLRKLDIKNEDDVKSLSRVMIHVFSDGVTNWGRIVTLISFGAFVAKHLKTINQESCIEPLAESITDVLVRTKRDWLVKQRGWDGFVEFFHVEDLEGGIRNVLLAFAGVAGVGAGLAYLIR
Mcl1-Bid inh – Mcl-1/Bid interaction inhibition; TR-FRET Mcl-1/Bid-Dy647 peptide binding, 1536-well; inhibition, % at 21.7 µM; 0.97% of 220,000 active; AID 1021;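 active = compounds that cut the binding signal by more than half at the single screening dose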;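 also: His-tagged Mcl-1 with europium anti-His antibody binding Bid BH3 peptide; 0% = Mcl-1 plus peptide wells and 100% = peptide-only wells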
RGS8-Gao – regulators of human RGS8-Galphao interaction; 0.34% of 220,000 active; response (percent of control binding), % at 10 µM; AID 1423; P09471; multiplexed bead flow cytometry, RGS8-Galphao binding; actives lie on both sides; in the data active = response below about 60% or above about 140%; inactive = in between;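 also: Galphao activated as the GDP aluminium fluoride complex binding bead-coupled RGS8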
Target sequence (P09471 whole entry, looked up): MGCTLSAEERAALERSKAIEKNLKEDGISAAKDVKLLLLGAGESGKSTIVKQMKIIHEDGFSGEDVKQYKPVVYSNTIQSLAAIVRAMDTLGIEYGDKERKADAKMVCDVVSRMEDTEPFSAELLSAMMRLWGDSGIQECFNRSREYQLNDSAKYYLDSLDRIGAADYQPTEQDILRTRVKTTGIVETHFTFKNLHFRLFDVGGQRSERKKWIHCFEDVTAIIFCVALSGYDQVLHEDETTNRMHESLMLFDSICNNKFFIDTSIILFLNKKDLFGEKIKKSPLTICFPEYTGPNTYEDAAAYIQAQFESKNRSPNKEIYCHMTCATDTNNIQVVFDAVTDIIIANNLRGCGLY
Rac1 wt modul – human Rac1 wildtype GTP binding, inhibitors and activators. GST-Rac1 beads, fluorescent GTP binding, flow cytometry; actives lie on both sides; 0 = cold GTP competed, 100 = untreated. 0.27% of 190,000 active. P63000. GTP binding activity (% of control), % at 10 µM. AID 757;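 active = GTP binding activity at least 20 points away from the 100% control level, either lower or higher; inconclusive = compound flagged as likely green fluorescent, judged across all proteins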
Mcl-1 Bim block – inhibitors of Bim-Mcl-1 interaction, human; Q07820; Bead-based flow cytometry, Bim peptide-Mcl-1 binding; inhibition, % at 10 µM; 0.1% of 190,000 active; in the data active = inhibition above about 40%;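 also: 0% = no compound tracer wells and 100% = peptide blocker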
HRas wt GTP – changes GTP binding to wildtype human HRas | 0.14% of 190,000 active | AID 759 | GTP binding activity, % at 10 µM | GST-Ras wt beads, Bodipy-FL-GTP binding, flow cytometry; actives lie on both sides;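 active = GTP binding activity at least 20% away from the 100% baseline, either lowered as inhibitor or raised as activator; inconclusive = flagged as likely green fluorescent, judged across all proteins in the well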;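 also: 0% = unlabeled GTP competition control and 100% = no-compound control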
Target sequence (P01112 whole entry, looked up): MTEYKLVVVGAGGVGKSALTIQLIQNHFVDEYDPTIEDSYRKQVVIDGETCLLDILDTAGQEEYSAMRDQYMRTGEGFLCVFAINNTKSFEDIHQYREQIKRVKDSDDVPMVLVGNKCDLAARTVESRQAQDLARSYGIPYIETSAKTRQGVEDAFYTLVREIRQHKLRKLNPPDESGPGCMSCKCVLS
Rab7 wt modul – alters GTP binding to wildtype dog Rab7 | 0.055% of 190,000 active | AID 758 | GTP binding activity (percent of control), % at 10 µM | GST-Rab7 beads, fluorescent GTP binding, flow cytometry; actives lie on both sides; untreated = 100%, excess cold GTP = 0%;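 active = fluorescent GTP binding to Rab7 beads changed by at least 20 points from the 100% baseline, either direction, mostly lower; inconclusive = compound itself probably fluorescent, or too few beads counted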;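 also: median green fluorescence of bound Bodipy-FL-GTP per Rab7 bead population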
Cdc42 wt GTP – modulators (inhibitors or activators) of GTP binding to human Cdc42 wildtype | P60953 | GST-Cdc42 beads, Bodipy-GTP binding, flow cytometry; actives lie on both sides | percent activity (GTP binding), % at 10 µM | 0.2% of 190,000 active | AID 761;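 active = percent activity GTP binding at least 20 points away from the 100% baseline, either down as inhibitor or up as activator; inconclusive = compound flagged as likely green fluorescent from well-wide comparison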;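 also: median bead fluorescence of bound Bodipy-FL-GTP at 100 nM; 0% = excess unlabeled GTP control and 100% = no compound control; below 100% means less GTP binding so inhibitor and above means activator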
Target sequence (P60953 whole entry, looked up): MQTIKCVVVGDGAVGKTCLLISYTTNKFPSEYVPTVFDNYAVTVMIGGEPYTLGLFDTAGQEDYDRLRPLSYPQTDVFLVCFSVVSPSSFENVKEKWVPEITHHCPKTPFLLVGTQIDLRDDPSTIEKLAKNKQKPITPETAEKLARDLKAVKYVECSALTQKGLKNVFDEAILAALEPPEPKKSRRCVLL
Rac1 act GTP bind – alters GTP binding to activated mutant human Rac1 | GST-Rac1 activated beads, fluorescent GTP binding, flow cytometry; actives lie on both sides; 100% means binding = to untreated wells | P63000 | 0.11% of 190,000 active | percent activity (GTP binding), % at 10 µM;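 active = GTP binding at least 20 percentage points away from the 100% baseline, in either direction, so actives lie on both sides; inconclusive = Compound likely fluorescent itself, or too few beads counted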
Pf gametocyte – P. falciparum stage V gametocyte viability inhibition; P. falciparum stage V gametocytes, ATP luminescence, 24 h; inhibition, % at 10.9 µM; 0.065% of 150,000 active;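 active = inhibition above the mean plus 3 SD of compounds within the control limits, set per campaign, cut at about 38% in these data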;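 also: 0% = DMSO wells and 100% = medium only without gametocytes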
* hit, by the source's call; ? = inconclusive; . = not tested or not shown.

SMILES	Rab2A wt mod	Mcl1-Noxa inh	Mcl1-Bid inh	RGS8-Gao	Rac1 wt modul	Mcl-1 Bim block	HRas wt GTP	Rab7 wt modul	Cdc42 wt GTP	Rac1 act GTP bind	Pf gametocyte
COc1ccc(-c2nnc(SCC(=O)Nc3cc(C)on3)n2N)cc1OC	103	10	-39	99	100	0	101	103	100	98	-7
COCCCN=Cc1c(C)[nH]n(-c2ccc(Br)cc2Br)c1=O	98	3	-25	98	99	1	95	95	99	95	11
O=C(O)c1cc(N=Nc2c(O)ccc3ccccc23)cc(C(=O)O)c1	85	45	-14	101	82	0	85	89	83	81	9
CC(C)COP(=O)(c1ccc(N(C)C)cc1)C(O)c1ccccn1 (stereo unspecified)	101	6	-17	101	102	0	100	101	102	100	.
O=C(COC(=O)c1cc(-c2cccs2)nn1-c1ccccc1)Nc1ccc(Cl)c([N+](=O)[O-])c1	95	2	-26	84	97	-6	95	96	95	94	22
Cc1ccc(OC(C)C(=O)Nc2ccc(C)c(S(=O)(=O)Nc3ccc(C)cc3C)c2)cc1 (stereo unspecified)	98	-10	-22	96	102	0	98	96	98	98	-50
N/C(=N\OC(=O)CCCCCN1C(=O)c2ccccc2C1=O)c1ccccn1	96	23	11	102	93	-1	95	96	91	94	3
O=S(=O)(/C(=C/c1ccc(C(F)(F)F)cc1)c1nc2ccccc2[nH]1)c1ccccc1	101	6	16	102	104	-4	102	101	101	97	28
O=C(O)CC/C(=N/Nc1ncc(C(F)(F)F)cc1Cl)C(=O)O	100	5	-10	102	102	0	100	105	99	94	-20
COc1ccc(NC(=O)NC(C)C2CC3CCC2C3)cc1 (stereo unspecified)	92	8	-27	100	93	2	92	92	92	92	-1
CN(C)CCN1C(=O)C(=O)/C(=C(/O)c2ccc(F)cc2)C1c1ccccc1 (stereo unspecified)	105	2	1	98	104	0	102	102	105	102	.
CC/C(Cc1ccccc1)=N\NC(=O)c1cc(C)oc1C	101	4	-13	100	102	-9	99	97	102	99	9
Cc1ccc(/C=N/NC(=O)Cn2nccc2C)o1	91	3	-14	102	91	-5	93	93	92	90	-1
CCCOc1ccc(/C=C/C(=O)NCc2ccccc2)cc1	102	9	-18	105	103	0	101	99	103	103	-7
CC(NC(=O)c1ccc(Cl)cc1Cl)C(c1ccccc1)N1CCOCC1 (stereo unspecified)	98	12	-10	103	98	0	99	100	97	95	8
O=C(Cn1nnc2ccccc21)OCC(=O)c1ccccc1	101	-9	8	101	102	3	102	97	102	98	.
Cc1cc(SCCOc2ccc(Br)cc2)nc(N)n1	96	24	3	101	102	-6	99	100	97	96	.
Nc1nc(-c2ccccc2)[nH]c(=O)c1N	96	14	-72	138	97	1	98	109	96	98	-7
CCOc1ccc(Cl)cc1S(=O)(=O)N1CCN(c2ccc(F)cc2)CC1	100	-2	6	103	100	-2	99	100	102	100	-14
O=C(CSc1nnc(-c2cccs2)n1-c1ccccc1)NCc1ccc2c(c1)OCO2	?	35	-10	108	?	-2	?	?	?	?	6
CCN(CC)S(=O)(=O)c1cccc(C(=O)N2CC(O)CC2C(=O)OC)c1 (stereo unspecified)	101	2	-19	104	108	-5	102	103	104	101	-25
Fc1ccc(CN2CCN(c3ncccn3)CC2)cc1	97	.	45	91	95	-3	99	99	99	95	.
Cc1noc(C)c1C(=O)Nc1ccccc1-c1ccccc1	104	-28	-6	107	104	-3	105	103	104	99	5
Cc1ccc2c(c1)CCCN2C(=O)c1ccncc1	97	-3	-23	97	110	-7	101	101	102	98	.
CCOC(=O)C1=C(CSc2nc(CC)c(C)cc2C#N)OC(N)=C(C#N)C1c1ccc(OC)cc1 (stereo unspecified)	97	3	-21	83	100	-8	99	98	97	96	.

Two entries drawn at random from the list so far, as already listed:
SMILES	Rab2A wt mod	Mcl1-Noxa inh	Mcl1-Bid inh	RGS8-Gao	Rac1 wt modul	Mcl-1 Bim block	HRas wt GTP	Rab7 wt modul	Cdc42 wt GTP	Rac1 act GTP bind	Pf gametocyte
O=C(CSc1nnc(-c2cccs2)n1-c1ccccc1)NCc1ccc2c(c1)OCO2	?	35	-10	108	?	-2	?	?	?	?	6
Cc1ccc(/C=N/NC(=O)Cn2nccc2C)o1	91	3	-14	102	91	-5	93	93	92	90	-1

Continued:
SMILES	Rab2A wt mod	Mcl1-Noxa inh	Mcl1-Bid inh	RGS8-Gao	Rac1 wt modul	Mcl-1 Bim block	HRas wt GTP	Rab7 wt modul	Cdc42 wt GTP	Rac1 act GTP bind	Pf gametocyte
CCN(CC)S(=O)(=O)c1ccc2nc(CSc3nnnn3-c3ccc(O)cc3)[nH]c2c1	97	9	-12	100	99	-5	97	99	98	98	.
COC(=O)NNC(=O)C(C)Oc1ccc(Cl)cc1Cl (stereo unspecified)	95	2	-12	107	97	0	97	94	96	97	.
CC(C)CC(=O)Nc1cc2nn(-c3ccccc3)nc2cc1Cl	100	3	-16	96	108	0	105	104	106	99	2
O=C(CCN1CCN(C/C=C/c2ccccc2)CC1)Nc1ccccc1F	100	39	-3	99	106	-3	100	99	107	101	.
COc1cccc(/C=N\NC(=O)c2ccc(Cn3cc(Br)c([N+](=O)[O-])n3)o2)c1O	95	38	-50	95	103	0	95	98	93	96	.
CCOC(=O)c1ccc(COC(=O)CNS(=O)(=O)c2ccccc2)cc1	96	-21	-5	101	96	0	95	101	93	97	-10
CC1CCCN(c2nc3c(c(=O)[nH]c(=O)n3C)n2CCCc2ccccc2)C1 (stereo unspecified)	101	21	-12	99	107	-1	98	99	97	99	.
COc1ccc(Cn2nnnc2C(c2cc3cccc(C)c3[nH]c2=O)N2CCOCC2)cc1 (stereo unspecified)	98	-6	16	100	101	0	101	97	101	98	.
O=C(Nc1ccc(S(=O)(=O)NC2CCCC2)cc1)c1cnccn1	99	-11	-29	98	96	-1	98	99	101	95	.
CCN(CC)c1ccc2cc(C(N)=O)c(=N)oc2c1	98	-56	-20	100	100	-5	92	92	105	98	.
CSCC[C@H](NC(=O)CC(C)(C)C)c1nc2ccccc2[nH]1	96	5	-30	103	97	0	101	100	100	96	15
NC(=O)c1ccccc1N/C=C/C(=O)c1ccc(Cl)cc1	98	4	-51	100	99	0	100	100	99	97	.
COc1ccc(C)cc1S(=O)(=O)N(C)CC(=O)NCc1ccco1	96	12	94*	100	93	1	97	94	98	95	-23
CN1CCN(Cc2nc3ccccc3c(=O)n2Cc2nc(-c3ccc4ccccc4c3)cs2)CC1	98	36	28	107	104	-4	97	99	98	102	20
O=C(Nc1cnn(Cc2ccccc2)c1)c1cc2nc(-c3ccco3)cc(C(F)(F)F)n2n1	94	-11	13	99	96	0	96	93	96	96	.
Cc1nc2cc3sc(C)nc3cc2s1	101	5	-13	100	103	-2	99	107	99	97	.
CC1(C)CNC(=O)CC(C)(C)N1O	97	50	19	74	98	-4	96	96	98	96	.
O=C(Nc1ccccc1)c1ccc(S(=O)(=O)N2CCOCC2)cc1	101	-2	3	100	103	0	100	100	103	100	.
N#CC1=C(N)Oc2n[nH]c(-c3cccs3)c2C1c1ccncc1 (stereo unspecified)	95	17	-25	101	96	-31	95	103	92	95	18
CC1(C)C(C=C(Cl)Cl)C1C(=O)N(Cc1ccccc1Cl)C1CCS(=O)(=O)C1 (stereo unspecified)	97	-8	-17	101	101	-5	99	98	99	99	3
CCOC(=O)c1ccc(Oc2nc(OC)nc(N(C)C)n2)cc1	99	-8	-13	104	104	-5	101	100	101	98	0
COc1cccc(/C=C/C(=O)OCC(=O)Nc2cc(C(F)(F)F)ccc2Cl)c1	88	-4	-14	97	85	-14	88	96	86	89	-13
Brc1ccc(-c2csc3[n+]2CCCCC3)cc1	98	1	-40	102	97	-1	97	95	94	97	.
O=C1CCC(CCC(=O)N2CCCC(C(=O)c3ccc(Cl)cc3)C2)=NN1 (stereo unspecified)	96	-6	-5	101	101	-1	97	99	97	97	-6
Cn1c(CNC(=O)c2ccccc2)nnc1SCC(=O)Nc1nccs1	98	-1	-1	97	97	-1	97	93	98	95	.

(list continues)
SMILES	Rab2A wt mod	Mcl1-Noxa inh	Mcl1-Bid inh	RGS8-Gao	Rac1 wt modul	Mcl-1 Bim block	HRas wt GTP	Rab7 wt modul	Cdc42 wt GTP	Rac1 act GTP bind	Pf gametocyte
CCOc1cccc(/C=N/NC(=O)c2cc(-c3cccn3C)n[nH]2)c1O	91	4	-53	102	92	0	91	99	89	92	.
Cc1ccccc1CS(=O)(=O)CC1(O)CCN(C(=O)c2cccc(C(F)(F)F)c2)CC1	95	0	0	100	96	-1	96	96	96	92	-15
C=CCn1c(SCC(=O)c2ccc(O)c(O)c2)nnc1-c1ccccc1OC	101	19	-58	68	107	-2	101	100	103	99	-39
CN(CCc1ccccn1)C(=O)CCC1CCCN(C(=O)CCOc2ccccc2)C1 (stereo unspecified)	96	-26	-3	103	96	0	97	93	94	97	.
COCCCN(C(=O)Nc1ccc(C)c(C)c1)C(C)c1ccccn1 (stereo unspecified)	102	4	-10	104	100	-2	99	99	99	97	.
COc1cccc(CNc2ccc(S(=O)(=O)Nc3nccs3)cc2)c1O	97	17	-6	97	101	1	99	96	99	97	-26
CC(C)CN(CC(C)C)S(=O)(=O)N1CCC(C(=O)NCc2cccnc2)CC1	99	-1	-41	101	100	1	98	97	98	95	5
CN(c1ccccc1)S(=O)(=O)c1cccc(NC(=O)CSc2nncs2)c1	99	23	-12	98	95	0	96	98	94	100	10
O=C(c1ccc2c3c(cccc13)CC2)C1CCCN(Cc2cccnc2)C1 (stereo unspecified)	96	11	-25	106	102	2	95	94	100	98	2
CC(C)c1nc(SCC(=O)Nc2ccc3c(c2)OCCO3)n[nH]1	100	10	-12	96	101	-1	102	106	96	99	10
CCOC(=O)C1=C(O)/C(=C/c2cn(CC(=O)N3CCCC3)c3ccccc23)SC1=Nc1ccccc1	95	21	-17	101	97	2	98	97	96	93	.
COc1cc(/C=C/C(=O)O)cc(S(=O)(=O)Nc2ccc(F)cc2)c1OC	94	25	-39	104	102	-28	99	97	99	98	-40
Cc1ccc(S(=O)(=O)c2ccc(Oc3cccc(C)c3)cc2)cc1	97	8	5	104	103	0	98	99	99	96	.
CCN(CC)S(=O)(=O)c1ccc(/C=C/C(=O)OCC(=O)Nc2ccc(S(N)(=O)=O)cc2)cc1	97	-5	-43	110	100	-1	97	97	98	96	3
COc1ccc(CCN(CC(=O)NC(C)(C)C)C(=O)Cn2nnc(-c3ccc(C)o3)n2)cc1OC	98	10	-26	99	95	0	96	107	96	95	.
COCc1ccc(CN2CCCC(CO)(Cc3cccc(Cl)c3)C2)o1 (stereo unspecified)	98	6	-36	106	97	0	95	100	94	96	.
COc1ccc(C(=O)OCC(=O)N2C(C)CCCC2C)cc1[N+](=O)[O-] (stereo unspecified)	96	-5	-32	103	96	-2	98	104	99	96	-35
CCOC(=O)N/N=C(C)/C=C/c1ccco1	100	4	-60	103	103	-3	101	98	97	100	-10
